Screening data: PubChem BioAssay, The Scripps Research Institute Molecular Screening Center
TPT1 inh: inhibitors of Candida albicans tRNA 2'-phosphotransferase TPT1 | recombinant caTPT1, FP RNA substrate dephosphorylation | inhibition, % at 5 µM | 300,000 tested, 0.81% active;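 active = inhibition above the mean of all tested compounds plus 3 SD, set per screening campaign, cut at about 24% in these data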;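 also: plate controls were DMSO alone for no effect and ferristatin control at 100 nM for full effect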
PP1 inh: PP1-alpha (human) inhibition in PP5 counter-screen. AID 2235. inhibition, % at 6.7 µM. purified PP1alpha, OMFP fluorescence. 320,000 tested, 0.9% active;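 active = inhibition above the mean inhibition of all tested compounds plus 3 SD, computed separately for each screening campaign, cut at about 15% in these data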
AHR act: activators of human aryl hydrocarbon receptor | activation, % at 5 µM | AID 2796 | 320,000 tested, 2.5% active | AHR-responsive luciferase reporter cells, luminescence; in the data active = activation above about 47%;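 also: 0% = vehicle wells and 100% = reference agonist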
Target sequence (P35869 whole entry, looked up): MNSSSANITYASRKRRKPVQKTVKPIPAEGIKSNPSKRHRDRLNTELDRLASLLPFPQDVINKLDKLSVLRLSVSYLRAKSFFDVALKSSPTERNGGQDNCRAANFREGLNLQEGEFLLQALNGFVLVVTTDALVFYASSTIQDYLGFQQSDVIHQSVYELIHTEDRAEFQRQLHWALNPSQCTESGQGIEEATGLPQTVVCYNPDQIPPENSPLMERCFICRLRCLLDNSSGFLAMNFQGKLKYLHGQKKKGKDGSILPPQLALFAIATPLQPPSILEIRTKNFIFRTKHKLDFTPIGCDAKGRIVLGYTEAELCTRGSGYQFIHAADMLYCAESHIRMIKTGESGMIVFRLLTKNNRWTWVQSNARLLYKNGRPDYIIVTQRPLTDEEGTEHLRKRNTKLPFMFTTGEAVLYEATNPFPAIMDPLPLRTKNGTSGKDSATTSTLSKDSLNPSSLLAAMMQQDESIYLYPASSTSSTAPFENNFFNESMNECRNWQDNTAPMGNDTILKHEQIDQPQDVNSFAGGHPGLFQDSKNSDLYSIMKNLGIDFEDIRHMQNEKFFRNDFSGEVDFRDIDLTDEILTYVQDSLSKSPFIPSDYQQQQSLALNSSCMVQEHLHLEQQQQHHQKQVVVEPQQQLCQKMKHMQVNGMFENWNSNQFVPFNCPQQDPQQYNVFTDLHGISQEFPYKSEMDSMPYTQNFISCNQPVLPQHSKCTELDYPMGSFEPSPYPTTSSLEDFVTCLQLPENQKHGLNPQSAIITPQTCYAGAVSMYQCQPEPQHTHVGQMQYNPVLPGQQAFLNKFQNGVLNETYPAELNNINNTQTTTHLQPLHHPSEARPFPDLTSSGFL
PP5 inh: PP5 (human) phosphatase inhibition; P53041; purified PP5c, OMFP substrate fluorescence; inhibition, % at 6.7 µM; 320,000 tested, 0.18% active; AID 1987;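 active = inhibition above the campaign's mean inhibition across all tested compounds plus 3 SD, cut at about 9.5% in these data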;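 also: 0% = DMSO only and 100% = 100 µM cantharidin control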
procasp7 counter: counter-screen for procaspase-3 activators: activators of human procaspase-7 | P55210 | recombinant procaspase-7, Ac-DEVD-pNA absorbance 405 nm; D23A/D198A/D206A triple mutant, cannot self-cleave; scale: DMSO 0, 5 µM enzyme 100 | activation, % at 8.5 µM | 330,000 tested, 0.093% active | AID 463210;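 active = percent activation above the screen-wide mean plus 3 SD, cut at about 25% in these data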
Target sequence (P55210 whole entry D23A/D198A/D206A): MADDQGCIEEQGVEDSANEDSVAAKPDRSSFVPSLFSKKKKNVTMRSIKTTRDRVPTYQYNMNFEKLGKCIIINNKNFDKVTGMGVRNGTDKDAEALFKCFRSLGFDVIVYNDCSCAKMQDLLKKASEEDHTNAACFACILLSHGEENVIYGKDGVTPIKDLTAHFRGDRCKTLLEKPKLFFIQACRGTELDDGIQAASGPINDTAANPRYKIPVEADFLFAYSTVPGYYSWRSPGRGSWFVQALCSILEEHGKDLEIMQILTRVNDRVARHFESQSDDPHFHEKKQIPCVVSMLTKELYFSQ
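Test system: Procaspase-7 triple mutant (PC-7 D3A). Also added: Ac-DEVD-pNA substrate, 400 µM as added. Schedule: 1 h enzyme–compound preincubation and 2 h substrate reaction, both 25 °C. Signal: p-Nitroaniline absorbance at 405 nm, read at 0 and 120 min. Control set: low DMSO alone, high DMSO plus 5 µM PC-7.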
Fh CTSL1 inh: cathepsin L1 inhibition, PFM18AAP counter-screen. recombinant F. hepatica cathepsin L1, Z-Leu-Arg-MCA fluorescence. inhibition, % at 5.96 µM. 300,000 tested, 0.49% active. AID 1906;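 active = inhibition above the mean of all tested compounds plus 3 SD, set per screening campaign, cut at about 17% in these data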;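 also: 0% = plate median of test compound wells and 100% = 1 µM Z-Phe-Ala-diazomethylketone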
HCV core dimer: blocks dimerization of HCV core protein; inhibition, % at 5 µM; 300,000 tested, 0.33% active; TR-FRET GST/Flag-core106 dimerization, 1536-well;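 active = inhibition above the mean of all tested compounds plus 3 SD, set per screening campaign, cut at about 45% in these data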
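Assay system: GST-tagged and Flag-tagged HCV core protein residues 1-106 / Times: compound-protein-antibody incubation 4 h at 22.5 °C / Signal: time-resolved FRET, ex 340 nm, em 617 and 671 nm / Evaluation: % inhibition based on acceptor/donor emission ratio / Benchmarks: wells lacking GST-core106 and wells with excess unlabelled core106 / Repeats: singlicate, one well per compound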
procasp3 activ: activates human procaspase-3 | 330,000 tested, 0.11% active | P42574 | activation, % at 8.5 µM | recombinant procaspase-3 D3A, Ac-DEVD-pNA absorbance 405 nm;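 active = activation above the mean of all tested compounds plus 3 SD, cut at about 21% in these data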;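 also: 0% = DMSO alone and 100% = DMSO wells spiked with extra 5 µM PC-3 D3A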
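Assay system – Procaspase-3 D3A mutant, all three cleavage aspartates alanine · Controls – DMSO-only low control, 5 µM PC-3 D3A high control · Schedule – 1 h compound preincubation, 2 h substrate hydrolysis at 25 °C · Signal – 405 nm absorbance of p-nitroaniline, reads at 0 and 120 min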
PAFAH2 FP inh: PAFAH2 (human) inhibition | Q99487 | recombinant PAFAH2, FP-rhodamine activity probe, fluorescence polarization | 340,000 tested, 0.99% active | AID 492956 | inhibition, % at 3.39 µM;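 active = inhibition above the mean over all tested compounds plus 3 SD, cut at about 30% in these data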;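 also: inhibitors block probe labeling of enzyme so polarization drops; 0% = enzyme with DMSO and 100% = wells lacking PAFAH2 protein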
The depositor's hits bear a star; . = not tested or not shown.

SMILES	TPT1 inh	PP1 inh	AHR act	PP5 inh	procasp7 counter	Fh CTSL1 inh	HCV core dimer	procasp3 activ	PAFAH2 FP inh
O=C(c1ccco1)N(Cc1cccc(F)c1)C1CCS(=O)(=O)C1 (stereo unspecified)	2	-5	0	0.1	4	-1	7	0	-4
COc1ccc(N(CC(=O)O)S(=O)(=O)c2c(C)n[nH]c2C)cc1	4	-3	0	1.4	-2	-1	2	-5	-1
O=C(CCSc1nc2ccccc2o1)N1CCOCC1	6	-1	16	1.6	10	0	-4	9	-6
Cc1ccc(Nc2nc(CSc3nnc(-c4ccc(F)cc4)n3C)cs2)cc1	7	4	32	2.1	-7	-4	21	5	2
Cn1c(=O)[nH]c(=O)c2c1nc(NCCCO)n2CCOc1ccccc1	-1	-1	1	-0.1	-8	4	4	7	-6
COc1cc(NC(=O)CN2CCN(c3ccccc3O)CC2)c(C)cc1[N+](=O)[O-]	2	0	1	1.0	2	5	2	-6	2
O=C(Nn1c(C2CCC2)nc2ccccc2c1=O)c1cccs1	0	-4	-2	-1.0	0	-9	-2	4	5
O=C(CSCc1cccc(Cl)c1)N/N=C/c1ccc(OCC(=O)N2CCCCC2)cc1	1	1	3	-0.2	-1	2	6	-11	2
CCCCN(CC)Cc1c(C)[nH]c2ccccc2c1=O	1	-2	2	-1.1	9	-1	-3	10	1
CCOC(=O)c1c(NC(=O)CSc2nnc(C)s2)sc2c1CCN(C)C2	98*	11	8	-0.1	8	-1	23	-5	3
CCC(C)[C@H](NC(=O)NCCC1=CCCCC1)C(=O)OC (stereo partly specified)	2	-3	-1	1.1	10	-5	3	18	-10
Cc1ccc(Cl)cc1OCC(=O)NCCOC(=O)Nc1sc(=S)n(C)c1C	-4	-1	5	1.7	4	2	-2	-1	4
CC1CCN(c2ccc([N+](=O)[O-])cn2)CC1	3	-3	-2	0.1	-7	2	-6	-6	-3
CCOc1ccc(NS(=O)(=O)c2ccc(-c3coc(C)n3)cc2)cc1	5	-1	-1	1.0	2	1	0	3	3
C=CCN(C(=O)c1csnn1)C(C(=O)NC1CCCC1)c1ccc(OC)cc1 (stereo unspecified)	0	4	3	4.1	-3	2	0	-8	-2
CCc1ccc(NC(=O)COc2coc(CN3CCN(c4ccccc4)CC3)cc2=O)cc1	4	-1	0	2.0	5	1	2	-5	9
COc1ccc(CCNC(=O)CCCn2c(=O)c3cccn3c3cccnc32)c(OC)c1OC	-2	-2	3	-0.1	-1	2	7	7	2
CC(=O)c1c(O)cc(=O)n(-c2ccccc2)c1-c1ccc(Cl)cc1	0	1	7	0.6	0	-6	-3	2	4
C[C@H](NC(=O)[C@@H]1CSC2c3ccccc3C(=O)N21)C(=O)NCCc1ccccc1 (stereo partly specified)	-1	-8	124*	2.9	-10	1	-5	0	4
O=S(=O)(Cc1c(F)cccc1Cl)c1ncn[nH]1	-2	-5	1	-2.1	1	-1	2	-1	3
Cc1snc(SCc2c(F)cccc2Cl)c1C#N	-5	-1	-2	-1.2	3	1	-3	6	16
NC(=O)/C(=C\c1ccco1)NC(=O)c1ccc(Br)o1	-1	-3	2	2.6	5	-6	-6	-2	0
O=C(COC(=O)c1cc(Br)ccc1O)NNC(=O)c1ccc([N+](=O)[O-])cc1	0	1	0	0.0	14	-6	-4	-1	-1
C=CCSc1ncc(C#N)c(N)n1	-2	2	9	1.1	4	0	-7	3	-7
CCOC(=O)CNC(=O)CN1C(=O)CC(c2ccccc2)S(=O)(=O)c2ccccc21 (stereo unspecified)	4	-2	7	-2.2	15	-4	4	-4	2
COc1cc(C(=O)NCc2nnc(SCC(=O)Nc3nc4ccc(C)cc4s3)o2)cc(OC)c1OC	5	-1	-6	0.3	-13	4	0	6	4
O=C(COc1coc(CN2CCc3ccccc32)cc1=O)Nc1cccc(F)c1	-5	-2	8	-0.5	1	7	-2	1	8
O=C(C1CCN(C2CC(=O)N(c3ccc(F)cc3)C2=O)CC1)N1CCOCC1 (stereo unspecified)	0	0	-1	4.0	-27	-3	-2	-27	-1
CC(C)(C)OC(=O)N1CCC(NC(=O)c2[nH]cnc2C(=O)Nc2cccc(Cl)c2)CC1	.	-2	1	6.2	0	.	.	8	-21
Cc1nn(-c2ccccc2)c(N2CCCC2)c1/C=N/NC(=S)Nc1cc(C(F)(F)F)ccc1Cl	0	0	3	1.3	1	0	10	1	-2
CC(=O)Nc1ccc(NC(=O)c2cc(-n3cnnc3)ccc2Cl)cc1	1	7	-1	-0.9	9	-2	-2	5	6
CNS(=O)(=O)c1cc(S(=O)(=O)NC)c2cccc3c2c1NC3=O	-6	-1	6	2.5	-1	5	-10	-7	-6
C=C(C)CSc1nc2ncc(Cl)cc2[nH]1	-1	2	14	-0.6	8	1	-3	8	-1
Nc1ccc(S(=O)(=O)N2CCCC2C(=O)O)cc1 (stereo unspecified)	1	-4	2	0.0	-1	-5	-4	0	0
O=C(Cc1ccc(Cl)cc1)Nc1cccnc1	-1	-1	1	0.9	1	-1	-6	-2	3
CCO[C@@H]1OC(C(=O)N2CCN(Cc3ccccc3)CC2)=C[C@H](c2coc3ccccc3c2=O)[C@H]1CCCO	-2	-1	-2	0.1	-8	-5	4	-2	-2
Cc1cc(=O)n2nc(N3CCCC(C(=O)NCc4cccc(Cl)c4)C3)sc2n1 (stereo unspecified)	-1	0	0	2.5	2	0	0	-3	0
O=C(NC1CCCCC1)C(c1ccco1)N(Cc1cccnc1)C(=O)C1COc2ccccc2O1 (stereo unspecified)	4	1	1	-0.1	5	0	3	3	8
COc1ccc(C2C(C(C)=O)=C(O)C(=O)N2C)c(OC)c1 (stereo unspecified)	0	3	-4	2.8	10	1	-6	10	1
Cc1cc(C)c(S(=O)(=O)N2CCC(C(N)=O)CC2)cc1C	-2	4	-6	5.1	-7	-3	-14	-2	-3
OC(CN1CCN(c2ccccc2)CC1)c1ccc2c(c1)CCN2 (stereo unspecified)	-1	-3	1	-0.9	12	-1	2	8	-2
NS(=O)(=O)c1ccc(CCNC(=O)CN2CCN(c3ccccc3F)CC2)cc1	-2	0	2	0.5	4	0	-3	5	4
CCN(c1ccc(NC(=O)COC(=O)/C=C/c2ccco2)cc1)C(C)C	.	.	0	.	-7	.	.	-5	23
Cc1ccc(C(C)C)cc1OCC(=O)Nc1ccc(N2CCCCC2)cc1	0	3	-1	0.7	-1	5	-3	-14	0
C=CC[n+]1c(-c2ccc(C)cc2)csc1NNC(=O)Nc1ccccc1	11	0	1	2.8	-25	10	5	-14	5
O=C1OC[C@@H]2CCCN2C(=O)[C@H](CC(=O)N(CCO)Cc2ccccc2)C/C=C\CC[C@H]1Cc1ccc(F)cc1	.	.	-2	.	4	.	.	4	8
Cn1c(=O)[nH]c(=O)c2c1nc1n2CCCN1CCc1ccccc1	-1	2	19	1.3	13	-1	-7	2	-3
CCOC(=O)c1ccccc1NC(=O)c1cccc(F)c1	-4	-7	18	-9.4	7	13	-9	-7	-4
CCc1nn2c(=O)cc(COC(=O)c3cc(Cl)c(OC)c(OC)c3)nc2s1	.	-1	0	1.4	9	.	.	10	6
O=C(N/N=C/c1ccccc1)c1ccc(NC(=O)c2ccc(F)cc2)cc1	0	10	-1	1.7	-13	0	-1	2	-17
Cc1cc(N)ccc1NC(=O)c1ccccc1	-3	-3	30	2.6	-5	-5	-2	-3	-4
O=C(COC(=O)COc1ccc(Cl)cc1)NC1CC1	.	4	-1	0.9	2	.	.	1	1
CC1CCCN(CC(O)COCC2COc3ccccc3O2)C1 (stereo unspecified)	-2	-3	0	1.1	-5	-2	-3	6	-3
Cc1nn(CC(=O)NC(C)C)c(C)c1[N+](=O)[O-]	-2	3	-2	-2.3	5	4	-13	4	-4
O=C(c1ccc(NS(=O)(=O)c2ccc(F)cc2)cc1)N1CCOCC1	2	-4	0	0.0	7	4	3	-3	0
COc1ccc(NS(=O)(=O)c2cc3c4c(c2)C(C)C(=O)N4CCC3)cc1 (stereo unspecified)	0	-2	1	-0.6	4	1	3	-1	6
NS(=O)(=O)c1ccc(CCNC(=O)CNC(=O)Cc2ccccc2)cc1	0	-2	2	-2.5	2	4	0	3	2
CCOC(=O)c1ccccc1NC(=O)COC(=O)CCC(=O)N1CCOCC1	0	1	1	-1.7	-2	-24	-7	-9	-1
O=C(CSc1nc(-c2ccc(Cl)cc2)cs1)Nc1cccc([N+](=O)[O-])c1	1	1	1	3.3	6	2	4	4	-57
CCOC(=O)CNC(=O)CSc1nc(-c2ccc(C)cc2)ns1	3	0	-1	1.2	-4	2	0	-1	-5
(listing goes on)
SMILES	TPT1 inh	PP1 inh	AHR act	PP5 inh	procasp7 counter	Fh CTSL1 inh	HCV core dimer	procasp3 activ	PAFAH2 FP inh
O=[N+]([O-])c1cccc(S(=O)(=O)Nc2cccc(-c3ccc(N4CCOCC4)nn3)c2)c1	-3	0	-1	0.3	-2	4	7	-6	4
O=C(Nc1ccc(NC(=O)c2ccc([N+](=O)[O-])o2)cc1Cl)c1ccco1	-1	0	-8	1.0	13	5	6	0	-3
Cc1ccc(N2CC(C(=O)OCc3nc(N)nc(Nc4ccccc4C)n3)CC2=O)cc1 (stereo unspecified)	-2	1	3	-2.6	3	-7	4	16	3
CCN1CCN(c2nc3c(C)cccn3c(=O)c2/C=C(\C#N)S(=O)(=O)c2ccccc2)CC1	-6	-1	2	2.9	6	-1	13	2	16
O=C(OCC(=O)N1CCN(C(=O)c2ccco2)CC1)c1cc(F)c(F)cc1Cl	.	.	2	.	5	.	.	2	5
NC(=O)C1CCN(C(=O)CCc2ccsc2)CC1	3	-2	-6	1.3	11	-2	5	5	-7
O=C(COC(=O)[C@H](Cc1ccccc1)NC(=O)c1cccs1)Nc1cc(F)ccc1F	0	-1	7	3.1	8	-3	5	-3	4
C=CCNc1nc(N(c2ccccc2)c2ccccc2)nc(-n2ccnc2)n1	-1	5	0	2.4	-5	3	-3	7	4

A portion from further up:
SMILES	TPT1 inh	PP1 inh	AHR act	PP5 inh	procasp7 counter	Fh CTSL1 inh	HCV core dimer	procasp3 activ	PAFAH2 FP inh
O=[N+]([O-])c1cccc(S(=O)(=O)Nc2cccc(-c3ccc(N4CCOCC4)nn3)c2)c1	-3	0	-1	0.3	-2	4	7	-6	4
O=C(Nc1ccc(NC(=O)c2ccc([N+](=O)[O-])o2)cc1Cl)c1ccco1	-1	0	-8	1.0	13	5	6	0	-3
Cc1ccc(N2CC(C(=O)OCc3nc(N)nc(Nc4ccccc4C)n3)CC2=O)cc1 (stereo unspecified)	-2	1	3	-2.6	3	-7	4	16	3
CCN1CCN(c2nc3c(C)cccn3c(=O)c2/C=C(\C#N)S(=O)(=O)c2ccccc2)CC1	-6	-1	2	2.9	6	-1	13	2	16

Another view of some results above:
CC1CCCN(CC(O)COCC2COc3ccccc3O2)C1 (stereo unspecified)
  TPT1 inh: -2 | PP1 inh: -3 | AHR act: 0 | PP5 inh: 1.1 | procasp7 counter: -5 | Fh CTSL1 inh: -2 | HCV core dimer: -3 | procasp3 activ: 6 | PAFAH2 FP inh: -3
Cc1nn(CC(=O)NC(C)C)c(C)c1[N+](=O)[O-]
  TPT1 inh: -2 | PP1 inh: 3 | AHR act: -2 | PP5 inh: -2.3 | procasp7 counter: 5 | Fh CTSL1 inh: 4 | HCV core dimer: -13 | procasp3 activ: 4 | PAFAH2 FP inh: -4
